Menin MLL FP TR: displaces Texas Red mutant MLL peptide from human menin. O00255. Menin + Texas Red MLL mutant peptide, fluorescence polarization. Potency, µM (doses to about 61.6 µM), for the others: top-dose FP activity change, negative = inhibition, hits mostly inhibitors. actives 0.23% (n = 270,000). AID 1768; active means well fitted inhibition curve with a large enough effect in the polarisation, with a control signal flat, not every such curve was filed as active; inconclusive means small, poorly fitted or top-dose-only effect, or effect the other way, or a change in a side signal; inactive means no such curve, though single readings can be large or run the other way; the % refers to the polarisation; further: potency means the concentration at half of the fitted maximal effect; % of control where 0% means no effect; many of its hits are not listed in these tables
Target sequence (O00255 whole entry, looked up): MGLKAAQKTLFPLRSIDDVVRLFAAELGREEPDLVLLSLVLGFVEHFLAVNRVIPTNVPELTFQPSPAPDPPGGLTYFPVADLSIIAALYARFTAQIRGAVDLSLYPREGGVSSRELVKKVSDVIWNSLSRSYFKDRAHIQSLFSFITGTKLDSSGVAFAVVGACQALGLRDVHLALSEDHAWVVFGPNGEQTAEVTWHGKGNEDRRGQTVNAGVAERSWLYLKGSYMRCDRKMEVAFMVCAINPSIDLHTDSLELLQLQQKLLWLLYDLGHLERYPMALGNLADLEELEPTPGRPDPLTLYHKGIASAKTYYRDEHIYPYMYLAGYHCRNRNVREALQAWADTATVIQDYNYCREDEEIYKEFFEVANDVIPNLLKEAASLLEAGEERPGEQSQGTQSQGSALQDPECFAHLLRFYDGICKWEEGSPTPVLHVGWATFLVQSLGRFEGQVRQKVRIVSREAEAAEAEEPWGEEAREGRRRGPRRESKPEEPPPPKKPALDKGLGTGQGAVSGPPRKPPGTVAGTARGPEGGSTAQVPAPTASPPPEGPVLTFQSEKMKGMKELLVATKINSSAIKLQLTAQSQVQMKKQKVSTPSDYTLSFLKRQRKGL
GALK inh: blocks human galactokinase activity | P51570 | Purified GALK, Kinase-Glo residual ATP luminescence | Potency, µM (series often up to 57.5 µM), inactives show at the top dose activity change, negative = inhibition, most hits filed as inhibitors | actives 0.007% (n = 270,000) | AID 1868; further: potency means the concentration at half of the fitted maximal effect; on the % scale 0 is the no-effect control and ±100 the full control effect
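Human GALK (5 nM) with 35 uM ATP and 100 uM galactose in 20 mM HEPES pH 8.0, 5 mM MgCl2, 60 mM NaCl, 1 mM DTT, 0.01% BSA. After 1 h at room temperature, leftover ATP was read by Kinase-Glo Plus luminescence.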
TSHR antag: human thyrotropin receptor antagonism | P16473 | TSHR-expressing cells, TSH-stimulated cAMP HTRF, 2 h; hits give low values | activity change, negative = inhibition, % at 11.5 µM | actives 0.2% (n = 330,000);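 active means activity change below a set negative limit, meaning inhibition stronger than a set level, cut at about -70% in these data; inconclusive means activity change between two set negative limits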; further: on the % scale 0 is the no-effect control and ±100 the full control effect
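Cell-based HTRF cAMP assay; TSHR cells + compound, TSH EC80 (4nM final), 2 h, 37 deg C. Lysis with anti-cAMP cryptate and cAMP-d2, 30 min RT, read 665/620 nm.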
Eya2 phos inh: Eya2 (human) phosphatase inhibition. recombinant Eya2, OMFP fluorescence dephosphorylation (OMFP is methylfluorescein phosphate). Potency, µM (doses to about 76.9 µM), without a hit: at the top dose activity, negative = inhibition, actives largely listed as inhibitors. actives 0.006% (n = 330,000). AID 488837; further: potency means the concentration at half of the fitted maximal effect; on the % scale 0 is the no-effect control and ±100 the full control effect
Target sequence (O00167 whole entry, looked up): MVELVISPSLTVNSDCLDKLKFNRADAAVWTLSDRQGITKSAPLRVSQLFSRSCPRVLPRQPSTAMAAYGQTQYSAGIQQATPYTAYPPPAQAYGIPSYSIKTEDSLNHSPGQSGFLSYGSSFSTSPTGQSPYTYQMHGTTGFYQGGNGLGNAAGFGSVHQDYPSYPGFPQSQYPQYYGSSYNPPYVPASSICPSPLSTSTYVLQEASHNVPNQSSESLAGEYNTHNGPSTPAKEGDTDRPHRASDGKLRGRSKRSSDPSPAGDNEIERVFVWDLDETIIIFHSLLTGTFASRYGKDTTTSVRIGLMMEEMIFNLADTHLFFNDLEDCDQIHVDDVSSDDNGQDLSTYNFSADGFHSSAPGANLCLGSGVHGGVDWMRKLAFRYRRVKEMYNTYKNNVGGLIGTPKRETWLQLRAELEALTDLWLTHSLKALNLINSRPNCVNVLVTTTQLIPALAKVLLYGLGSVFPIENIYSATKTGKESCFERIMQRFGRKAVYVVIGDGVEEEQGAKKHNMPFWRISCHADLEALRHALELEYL
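Eya2 protein (added as 0.2 uM solution) was preincubated with compound for 10 min at ambient temperature in 50 mM HEPES pH 7.5, 50 mM NaCl, 5 uM MgCl2, 0.05% BSA, 1 mM DTT. OMFP (added at 50 uM) then reacted 10 min; fluorescence read at 485/525 nm.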
Mito fusion yeast: mitochondrial division inhibition or fusion activation | actives 0.23% (n = 320,000) | S. cerevisiae fusion-defective mutant growth rescue, CellTiterGlo 48 h | Potency, µM (series often up to 46.1 µM), for the others: at the top dose growth rescue (activation), actives largely listed as activators | AID 485298;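 further: potency means the concentration at half of the fitted maximal effect; % of control where 0% means no effect; nearly all actives have a fitted effect of over 45% in size; temperature-sensitive fusion mutants such as fzo1-1 at 37 °C on non-fermentable ethanol glycerol medium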
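Luminescent cell viability in 1536-well qHTS format served as the measure of rescued growth in ts fusion-mutant S. cerevisiae cultured on non-fermentable YPEG for 48 hours at 37C.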
Chronic BCR inh: chronic active BCR signaling inhibition. ABC-DLBCL IkBa-CBG/CBR reporter, luminescence ratio, 4 h. Potency, µM (doses to about 46.1 µM), inactives show at the highest dose ratio change, negative = lower green/red ratio, most hits filed as inhibitors. actives 0.05% (n = 340,000); active means well fitted inhibition curve with a large enough effect in the signal ratio, with a control signal flat, not every such curve was filed as active; inconclusive means small, poorly fitted or top-dose-only effect, or effect the other way, or a change in a side signal; the % refers to the signal ratio;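 further: potency means the concentration at half of the fitted maximal effect; plate controls were basal doxycycline-induced cells for no effect and cells given 10 µM MG132 for full effect; MG132 reads +100%, hits lower the ratio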
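Doxycycline induced both beetle luciferases in TMD8 lymphoma cells; IKK-driven degradation limits the IkappaBalpha-fused green signal, while red luminescence normalises for cell number and nonspecific effects. Compounds tested up to 46 uM, 4 hrs.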
PKM2 act: PKM2 (human) enzyme activation | AID 1631 | Potency, µM (titrated, usually from 57.5 µM), for inactives: at the highest dose activation, actives largely listed as activators | P14618 | actives 0.34% (n = 260,000) | purified PKM2, Kinase-Glo ATP luminescence, activation; response scale: 0% is enzyme alone, no compound; further: potency means the concentration at half of the fitted maximal effect; on the % scale 0 is the no-effect control and ±100 the full control effect; nearly all actives have a fitted effect of over 55% in size
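Purified hPK-M2 (>95% pure) converted ADP (0.1 mM final) to ATP with 0.5 mM PEP in 50 mM imidazole pH7.2, KCl, MgCl2, Tween 20, BSA; 1 h at room temperature. ATP detected by Kinase-Glo luminescence.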
MBNL1 CUG block: inhibitors of human MBNL1 binding to CUG repeat RNA | actives 0.036% (n = 280,000) | Q9NR56 | Potency, µM (highest dose often 57.5 µM), without a hit: top-dose activity change, negative = inhibition, actives largely listed as inhibitors | TR-FRET MBNL1-His/biotin-(CUG)12 binding, 665/545 ratio; active means well fitted inhibition curve with a large enough effect in the signal ratio, with a control signal flat, not every such curve was filed as active; inconclusive means small, poorly fitted or top-dose-only effect, or effect the other way, or a change in a side signal; inactive means no such curve, though single readings can be large or run the other way; the % refers to the signal ratio; further: potency means the concentration at half of the fitted maximal effect; on the % scale 0 is the no-effect control and ±100 the full control effect
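Compounds (final 92 nM to 58 uM) are added to His-tagged MBNL1 and biotin-(CUG)12, then terbium anti-His antibody and streptavidin-XL665 (5 nM final). After 60 min at room temperature, the 665/545 nm ratio is read.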
hERG WT inh: KCNH2 (human, wildtype) channel inhibition; actives 0.37% (n = 340,000); activity change, % at 1.84 µM; U2OS, BacMam KCNH2, thallium flux FluxOr; hits give low values; AID 720551;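 active means maximum activity change below -70%; inconclusive means maximum activity change between -70% and -50%; inactive means maximum activity change above -50%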; further: on the % scale 0 is the no-effect control and ±100 the full control effect
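U2OS cells transduced with wild-type KCNH2 virus are loaded with FluxOr dye for 45 min, and thallium flux is measured in kinetic reads before and after stimulation buffer. Rate constants are normalized to DMSO controls.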
ASM inhibitor: inhibitors of human secretory acid sphingomyelinase; placental ASM, HMU-PC fluorogenic substrate, 60 min; P17405; actives 0.006% (n = 340,000); Potency, µM (top dose mostly 57.5 µM), inactives show top-dose activity change, negative = inhibition, hits mostly inhibitors; further: potency means the concentration at half of the fitted maximal effect
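Human placenta-derived ASM enzyme was preincubated with compound for 10 minutes at room temperature, then given fluorogenic substrate HMU-PC0 (9 uM final) for 60 minutes at 37 °C; a pH 10 stop preceded fluorescence reading at Ex 386/Em 447 nm.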
USP2a inh: blocks human ubiquitin-specific protease USP2a; USP2 core, Ub-CHOP2 coupled fluorogenic reporter, 485/531; actives 0.01% (n = 330,000); O75604; Potency, µM (doses to about 38.3 µM), for the others: top-dose activity change, negative = inhibition, usual class: inhibitors;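 further: potency means the concentration at half of the fitted maximal effect; plate controls were DMSO wells for no effect and full inhibition by NEM control for full effect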
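USP2 core (10nM final) preincubated 30min RT with compound in 20mM Tris-HCl pH 8.0, 2mM CaCl2, 2mM beta-mercaptoethanol, 0.05% CHAPS; 25nM Ub-CHOP2 plus 25nM reporter substrate added, fluorescence (Ex485/Em531) read after 60min.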
* = called active by the depositor; ? = inconclusive; · = no result given; [ ] = remark or other dose. Unless noted, the call rests on the fitted dose curve; in most records, active means well fitted curve in the direction sought with a large enough effect; inconclusive means small, poorly fitted or top-dose-only effect, or another doubt; inactive means no such curve, though single readings can be large; an effect the other way counts as inactive or inconclusive.

Sequence of screens: Menin MLL FP TR	GALK inh	TSHR antag	Eya2 phos inh	Mito fusion yeast	Chronic BCR inh	PKM2 act	MBNL1 CUG block	hERG WT inh	ASM inhibitor	USP2a inh
O=C(CC(=O)N/N=C/c1ccccc1)NCc1ccccc1
    -14%	-2%	-5	-1%	-2%	5%	1%	-5%	-2	0%	3%
CCc1ccc2c(c1)/C(=N/OC)C(=O)N2
    6%	2%	-1	3%	-7%	-4%	-12%	·	19	-2%	2%
O=[N+]([O-])c1ccc(C(=S)N2CCC(Cc3ccccc3)CC2)cc1
    6%	-3%	-14	2%	?	6%	0%	?	40	-10%	4%
COc1cc(/C=C2\OC(=O)c3c(OC)cccc32)ccc1O
    ?	1%	12	-9%	1%	9.2µM*	-21%	?	5	167%[activator]	2%
COc1ccc(C(=O)Nc2nnc(S(=O)(=O)N3CCOCC3)s2)cc1
    ·	-5%	-16	-1%	0%	2%	·	11%	0	-1%	5%
Cc1ccc(CN2C(=O)N/C(=C/c3cc(C)n(-c4ccccn4)c3C)C2=O)cc1
    15%	·	9	-10%	-3%	11%	5%	12%	-22	55%[activator]	-1%
C[C@H]1CN([C@@H](C)CO)C(=O)c2cccc(NC(=O)Nc3ccc(C(F)(F)F)cc3)c2O[C@@H]1CN(C)S(=O)(=O)c1ccccc1
    ·	·	7	-15%	·	?	·	·	6	?	-12%
Cc1cc(C)c(/C=C(\C#N)C(N)=S)c(C)c1
    -6%	·	0	-8%	·	?	-10%	-16%[11.5 µM]	28	3%	-6%
O=C(C1CCC(CNS(=O)(=O)c2ccccc2)CC1)N1CCCCC1 (stereo not drawn)
    -25%	2%	-1	-12%	5%	0%	·	-7%	2	-5%	5%
NS(=O)(=O)c1ccc(CCNC(=O)c2ccc(C(=O)c3ccccc3)cc2)cc1
    ?	-2%	-12	2%	-5%	?	0%	5%	28	4%	-2%
Cc1ccc(/C=c2\sc3nc(-c4ccccc4Br)nn3c2=O)o1
    ?	-1%	2	-2%	-10%	4%	16%	-2%	12	-12%	4%
Cc1cc(OCC(=O)c2ccc(F)cc2)ccc1N1C(=O)CCC1=O
    -20%	-12%	-2	-31%	2%	?	-15%	3%	-3	3%	1%
CC(C)(C)SCCNC(=O)Nc1ccccc1
    -2%	0%	5	0%	-1%	0%	0%	·	-1	0%	4%
CCCCCCNc1nc(NCc2ccco2)nc(OCC)n1
    ·	0%	5	-30%	4%	-13%	-10%	-10%	-24	-4%	-4%
CC1(C)Cc2c(sc(NC(=O)C(=O)N3CCOCC3)c2C#N)CO1
    ·	-2%	-4	1%	0%	-3%	·	5%	-12	0%	3%
O=C(NCCCN1CCN(CCCNC(=O)c2cccc([N+](=O)[O-])c2)CC1)c1cccc([N+](=O)[O-])c1
    3%	-3%	0	-4%	-1%	3%	1%	?	-41	0%	2%
NC(=S)Nc1nc2ccccc2s1
    2%	6%	39	-28%	0%	?	-19%	44%[activator]	-17	3%	-8%
O=C(CN(Cc1ccc2c(c1)OCO2)C(=O)CNC(=O)c1ccco1)NC1CCCCC1
    13%	1%	9	-2%	-2%	?	-2%	2%	-1	-1%	1%
COc1cc(/C=N/NC(=O)c2ccc(-n3cccc3)cc2)ccc1O
    17%	1%	5	6%	0%	0%	7%	?	-1	-13%	4%
COc1ccc(CNC(=O)COC(=O)/C=C/c2cccs2)cc1
    -28%	1%	-6	1%	1%	0%	-7%	-3%	-5	0%	5%

In another format: two of the compounds above.
mol	Menin MLL FP TR	GALK inh	TSHR antag	Eya2 phos inh	Mito fusion yeast	Chronic BCR inh	PKM2 act	MBNL1 CUG block	hERG WT inh	ASM inhibitor	USP2a inh
O=[N+]([O-])c1ccc(C(=S)N2CCC(Cc3ccccc3)CC2)cc1	6%	-3%	-14	2%	?	6%	0%	?	40	-10%	4%
O=C(CN(Cc1ccc2c(c1)OCO2)C(=O)CNC(=O)c1ccco1)NC1CCCCC1	13%	1%	9	-2%	-2%	?	-2%	2%	-1	-1%	1%

Following part
Sequence of screens: Menin MLL FP TR	GALK inh	TSHR antag	Eya2 phos inh	Mito fusion yeast	Chronic BCR inh	PKM2 act	MBNL1 CUG block	hERG WT inh	ASM inhibitor	USP2a inh
O=C1CC(c2c[nH]c3ccccc23)C(=O)N1 (stereo not drawn)
    -17%	1%	3	18%	2%	?	21%	-13%	1	2%	-1%
Cc1cc(NC(=O)COC(=O)C2CCN(S(=O)(=O)c3ccccc3)CC2)c([N+](=O)[O-])cc1C
    ·	-4%	6	-10%	4%	0%	-4%	14%	22	-2%	-1%
C[C@@H]1CN(CCCn2c3ccccc3c3ccccc32)C[C@H](C)N1
    ?	-1%	8	-5%	1%	?	-2%	-3%	·	·	7%
O=C(CCc1nc2ccccc2c(=O)[nH]1)Nc1cc(C(F)(F)F)ccc1N1CCOCC1
    ·	·	-3	-8%	-1%	-13%	·	·	4	·	2%
N#CC1=C2N=C(N)c3ccccc3N2C2=C(C(=O)CCC2)C1c1ccc(F)cc1 (stereo not drawn)
    ·	·	-13	-7%	-1%	1%	-1%	5%	10	-5%	0%
O=C(Nc1cccc(Cl)c1)Nc1cc(S(=O)(=O)N2CCOCC2)ccc1N1CCCC1
    13%	-2%	3	-2%	0%	?	-11%	5%	-22	-2%	-18%
CCN=C(NCC)SC1CC(=O)N(c2ccc(OC)cc2)C1=O (stereo not drawn)
    2%	0%	3	12%	-4%	?	2%	-5%	-12	1%	1%
O=C(CSc1n[nH]c(=O)n1C1CC1)N1N=C(c2ccc(Cl)cc2)CC1c1ccco1 (stereo not drawn)
    ·	-4%	11	-8%	1%	5%	0%	0%	-3	-6%	-4%
O=C(O)/C=C\C(=O)Nc1cccc(C(=O)Nc2cccc(O)c2)c1
    3%	-1%	-6	1%	-3%	?	3%	-7%	2	8%	0%
COCCn1c(SCC(=O)Nc2cc(C)on2)nnc1C(C)C
    -2%	5%	12	-8%	2%	0%	-1%	-1%	17	6%	0%
COc1ccc(C(=O)/C=C/C(=O)N(CC(=O)NC2CCCCC2)Cc2ccc(F)cc2)c(O)c1
    -15%	3%	-4	-2%	-1%	?	7.9µM*	8%	-3	-2%	-5%
CC(C)(/C=N/O)/[N+]([O-])=C/c1ccccc1C(F)(F)F
    8%	0%	11	-21%	-3%	2%	-1%	-4%	-3	3%	3%
CC(Oc1ccc(S(=O)(=O)N2CCCC2)cc1[N+](=O)[O-])C(=O)N(C)c1ccccc1 (stereo not drawn)
    ·	·	-1	2%	1%	20%	·	·	-12	-4%	2%
Cc1noc(C)c1NC(=O)Nc1cccc2c1O[C@@H](CN(C)Cc1ccc3c(c1)OCO3)[C@@H](C)CN([C@H](C)CO)C2=O
    ·	·	3	21%	·	-2%	·	·	-7	0%	1%
CN(CC(=O)Nc1ccc(N2CCOCC2)cc1)C(=O)c1ccc(O)c(Cl)c1
    ·	-4%	-3	-10%	1%	1%	-5%	-8%	0	2%	1%
NC(=O)c1nn(-c2ccccc2)c(=O)cc1O
    3%	-2%	-6	?	-1%	0%	1%	3%	1	4%	2%
CC1(C)N=C(/C=N/O)CN1O
    -8%	0%	0	3%	-1%	-3%	-4%	6%	-2	2%	1%
CC(=O)Nc1cccc2c1OCCO2
    5%	2%	-11	-11%	-2%	0%	3%	15%	-12	2%	3%

Profiles, quoted from the list. Screens in order: Menin MLL FP TR | GALK inh | TSHR antag | Eya2 phos inh | Mito fusion yeast | Chronic BCR inh | PKM2 act | MBNL1 CUG block | hERG WT inh | ASM inhibitor | USP2a inh
CC(C)(/C=N/O)/[N+]([O-])=C/c1ccccc1C(F)(F)F as listed: 8% | 0% | 11 | -21% | -3% | 2% | -1% | -4% | -3 | 3% | 3%
NC(=O)c1nn(-c2ccccc2)c(=O)cc1O as listed: 3% | -2% | -6 | ? | -1% | 0% | 1% | 3% | 1 | 4% | 2%

High-throughput results deposited in PubChem BioAssay by National Center for Advancing Translational Sciences (NCATS).

Some of the compounds tested (hit frequency here may not be typical).
